Assay outcomes from PubChem BioAssay.
CF NFkB inh: blocks PAF-induced NF-kB reporter in cystic fibrosis cells. KKLEB NF-kB-GFP reporter, GFP fluorescence overnight. inhibition, % at 5 µM. 360,000 compounds, 0.86% hits;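 active = at least 50% inhibition at 5 µM, scaled per plate between neutral and stimulator controls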;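 also: PAF is a Pseudomonas aeruginosa culture filtrate used as stimulus; plate controls were PAF-stimulated DMSO wells for no effect and unstimulated DMSO wells for full effect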
Peg3 promoter: Peg3 promoter activity inhibition; AID 588405; inhibition, % at 20 µM; 360,000 compounds, 1.7% hits; HeLa PEG-Prom luciferase reporter, luminescence, overnight;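 active = inhibition of at least 50% at 20 µM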
KKLEB cytotox: counter-screen for CF NF-kB inhibitors: cytotoxicity; activity change (cytotoxicity), % at 5 µM; 360,000 compounds, 0.36% hits; KKLEB CF airway cells viability, ATPlite luminescence, overnight; hits give low values; cells stimulated with P. aeruginosa culture filtrate;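 active = corrected activity change at or below -50% at 5 µM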
aDG glyco up: increases alpha dystroglycan glycosylation | activation, % at 10 µM | Pro5-aDG cells, alpha-DG glycosylation AlphaScreen (IIH6); 0% Pro5, 100% B10-LARGE cell signal | 360,000 compounds, 0.22% hits;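 active = activation of at least 8% versus controls, or a plate z-score of at least 8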;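 also: Pro5 are CHO cells carrying HIG-tagged alpha-DG that lacks glycosylation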
Shn3 3UTR inh: reduces Shn3 3'UTR luciferase signal in osteoblasts | inhibition, % at 12.5 µM | Clone20 osteoblast Shn3 3'UTR firefly luciferase, 24 h | 360,000 compounds, 0.52% hits | AID 588674;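 active = mean inhibition of at least 75% with every replicate also reaching 75%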;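 also: 0% = median of neutral control wells and 100% = pilot-screen positive control compound; some compounds past the cut are filed as inactive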
NR2E3 ag-1: agonists of human nuclear receptor NR2E3. GST-NR2E3/biotin-RetCOR TR-FRET, 1536-well. inhibition of corepressor binding, % at 4.78 µM. 320,000 compounds, 0.12% hits. AID 2300;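 active = percent inhibition above the cutoff of mean plus 3 SD of all tested compounds, set per screening campaign, cut at about 20% in these data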;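 also: 0% = DMSO wells and 100% = biotin wells as full block of FRET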
Target sequence (Q9Y5X4 whole entry, looked up): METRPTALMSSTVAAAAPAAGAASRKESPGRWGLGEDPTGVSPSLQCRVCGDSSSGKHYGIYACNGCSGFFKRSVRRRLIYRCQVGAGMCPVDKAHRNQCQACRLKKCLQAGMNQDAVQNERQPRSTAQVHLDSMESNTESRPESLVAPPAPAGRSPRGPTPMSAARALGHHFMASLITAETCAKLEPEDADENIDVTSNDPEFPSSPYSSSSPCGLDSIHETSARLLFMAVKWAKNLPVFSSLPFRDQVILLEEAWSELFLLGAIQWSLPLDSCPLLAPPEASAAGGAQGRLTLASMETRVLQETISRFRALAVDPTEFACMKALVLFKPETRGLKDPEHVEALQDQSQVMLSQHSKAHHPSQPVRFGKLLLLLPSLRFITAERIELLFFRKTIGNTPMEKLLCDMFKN
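System: GST-tagged NR2E3 plus biotinylated RetCOR corepressor; Amount: 1.35 nM GST-tagged NR2E3 final; Dosing: single nominal compound dose of 4.8 µM; Schedule: 5 h incubation at 4 °C; Technique: TR-FRET with europium anti-GST and streptavidin-D2, 340 nm excitation; Controls: biotin wells as high control, 0.6% DMSO wells as low control.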
MITF TRPM1 inh: reduces MITF-dependent TRPM1 promoter luciferase signal; SK-MEL-5 TRPM1 promoter luciferase, 24 h; inhibition, % at 12.5 µM; 330,000 compounds, 0.83% hits; AID 488899;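 active = mean inhibition across replicates of 60% or more, whatever share of single replicates reaches that level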; also: values of inactives mirror those of a sister screen read the other way
hiPSC survival: enhancers of human iPSC single-cell survival; 360,000 compounds, 0.044% hits; survival enhancement, % at 20 µM; hiPSC single-cell survival, ATPlite luminescence; 100% = ROCK inhibitor wells, 0% = DMSO; in the data active = survival enhancement above about 18%;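 also: cells exposed to compounds for 16 hours before the ATP read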
TWEAK Fn14 block: inhibitors of TWEAK-Fn14 interaction signaling | TWEAK-stimulated Fn14 reporter cells, luciferase luminescence, 8 h | inhibition, % at 10 µM | 360,000 compounds, 2% hits | AID 1159606; in the data active = inhibition above about 50%
NR2E3 ag-2: agonists of human NR2E3 nuclear receptor; Q9Y5X4; CHO-S Gal4-NCOR/VP16-NR2E3 two-hybrid, luciferase; inhibition of corepressor binding, % at 3.98 µM; 360,000 compounds, 0.35% hits; AID 602229;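 active = inhibition above the mean of all tested compounds plus 3 SD, cut at about 70% in these data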;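 also: 0% = DMSO with NR2E3 transfected cells and 100% = cells lacking NR2E3 construct; higher means lower luciferase signal from less NR2E3 corepressor binding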
HIF-2a inh: inhibitors of HIF-2a; 786-0 RCC cells HIF-2a reporter, luciferase luminescence, overnight; 360,000 compounds, 0.72% hits; inhibition, % at 18.8 µM; AID 624352;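 active = inhibition of the luminescence signal of 40% or more relative to plate controls, in a single-dose primary screen at 18.75 µM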
* = called active by the depositor; nt = not tested or not shown.

SMILES | CF NFkB inh | Peg3 promoter | KKLEB cytotox | aDG glyco up | Shn3 3UTR inh | NR2E3 ag-1 | MITF TRPM1 inh | hiPSC survival | TWEAK Fn14 block | NR2E3 ag-2 | HIF-2a inh
CCCOC(=O)c1ccc(NC(=O)Oc2ccccc2)cc1 | -1.4 | 7.3 | -8.8 | -0.1 | -2.2 | -0.5 | -9.0 | 4.4 | -7.0 | -9.9 | -36.9
CC(C(=O)O)n1c(C(F)(F)F)nc2ccccc21 (stereo not drawn) | -9.7 | 0.7 | 5.8 | 0.3 | 5.7 | -1.3 | -0.6 | -0.5 | 1.5 | 10.1 | 8.9
COc1ccc(-c2cnc3ncnn3c2N)cc1 | -3.6 | -13.7 | -0.6 | -0.2 | -9.4 | 3.8 | 8.9 | -1.4 | 27.8 | 11.9 | 8.9
CCOC(=O)c1cccc(NC(=O)c2c(NCc3ccccc3)[nH]c(=O)[nH]c2=O)c1 | 35.8 | -61.2 | -6.9 | 1.1 | -1.8 | 3.8 | -9.2 | 16.1 | 21.1 | -22.2 | -45.4
CCOC(=O)N1CCN(Cc2ccc3c(c2)OCO3)CC1 | 23.6 | 2.7 | 1.8 | -0.1 | 1.0 | 1.1 | 4.4 | -0.6 | -19.0 | 6.1 | 7.5
Cc1ccc(NS(=O)(=O)c2csc(C(N)=O)c2)c(C)c1 | -14.4 | 8.3 | 15.3 | 0.1 | 20.3 | 5.0 | 10.4 | 0.4 | 5.5 | -11.3 | 18.7
COc1ccc(/C=N/NC(=O)CN(c2ccc(OC)cc2)S(=O)(=O)c2ccccc2)cc1 | -19.5 | 0.4 | 7.0 | 0.2 | 13.4 | -0.6 | 6.1 | -1.6 | -1.0 | -7.1 | 20.0
Cc1sc(NC(=O)c2ccco2)c(CN2CCC(C)CC2)c1C | 13.5 | -6.2 | -3.7 | -0.2 | 5.6 | 0.9 | 5.6 | -0.7 | -7.8 | -31.1 | -20.6
O=C(NCCCN=C1NS(=O)(=O)c2ccccc21)c1ccc(S(=O)(=O)N2CCOCC2)cc1 | 11.2 | 3.5 | -8.2 | 0.1 | -6.3 | -0.9 | 6.6 | 4.8 | -4.6 | -3.3 | -9.7
CSc1ncnc2c1ncn2CCCNCCc1ccccn1 | -24.7 | 5.5 | 8.6 | 0.5 | -4.5 | nt | nt | 0.9 | -2.7 | 2.4 | 9.9
Cc1cc(C)c(NC(=O)CCN2C(=O)c3ccccc3S2(=O)=O)c(C)c1 | 5.0 | 1.1 | 3.0 | -0.3 | 2.3 | -1.1 | 3.6 | 0.5 | -0.9 | 6.1 | 7.7
CC(C)c1nc2ccc(C(=O)O)cc2[nH]1 | -7.6 | -1.5 | 0.7 | -0.2 | -19.0 | 1.4 | 2.5 | -0.1 | 0.5 | 6.0 | 4.4
CC(C)NC(=O)C1CCN(C(=O)c2ccc(-c3ccccc3)cc2)CC1 | -12.5 | 2.2 | -5.0 | -0.1 | -18.3 | -1.5 | -7.0 | 4.3 | -23.2 | -5.0 | 6.9
Cc1ccc2c(c1)NC(=O)C(CC(=O)NCCN(C)C)O2 (stereo not drawn) | -2.2 | 1.4 | 22.9 | 0.1 | -15.4 | 2.1 | 3.8 | -2.4 | 3.5 | -1.2 | 10.6
COC(=O)C1CSC(C(=O)OC)N1C(=O)Nc1ccc(Cl)c(Cl)c1 (stereo not drawn) | 11.6 | 14.6 | -6.7 | 0.0 | 12.4 | 0.3 | 2.5 | 0.5 | -5.8 | 14.4 | 8.2
CCOC(=O)c1oc2ccc(S(=O)(=O)n3nc(-c4cc(OC)c(OC)c(OC)c4)cc3N)cc2c1C | -30.7 | 12.6 | -1.3 | -0.4 | 24.8 | -0.6 | 15.2 | -0.5 | 14.8 | 27.7 | 15.2
CC(C)(C)c1ccc(S(=O)(=O)N2CCCCC2C(=O)NCc2ccccn2)cc1 (stereo not drawn) | -12.7 | 7.0 | -7.3 | 0.0 | 5.7 | 0.5 | -7.7 | 1.3 | 23.5 | 6.9 | 16.9
O=C(CN(C(=O)c1nsc(Cl)c1Cl)c1cccc(F)c1)NC1CCCC1 | 0.0 | 5.1 | 2.1 | -0.1 | 5.1 | 0.2 | 5.0 | -0.6 | 12.1 | 2.7 | 4.9
CC(C)(C)c1ccc(-c2ncccc2O)cc1 | 11.8 | -160.3 | 7.8 | -0.4 | -18.0 | -1.2 | -44.7 | -0.6 | -22.6 | -61.7 | -170.8
O=C(COC(=O)c1ccc([N+](=O)[O-])cc1)NC1CCCC1 | -12.5 | 14.8 | 5.6 | -0.1 | -2.6 | 1.1 | 5.8 | 0.9 | -23.0 | 8.7 | 15.6
COc1cc(/C=N\NC(=O)CN2CCOCC2)ccc1OCC(=O)Nc1ccc(C)c(C)c1 | 6.9 | -23.3 | 1.2 | -0.2 | 2.6 | 4.1 | -18.1 | -2.6 | 14.4 | 3.0 | 8.9
Cc1noc(C)c1S(=O)(=O)Nc1ccc2c(c1)C(=O)N([C@H](C)CO)C[C@H](C)[C@@H](CN(C)C(=O)NC1CCCCC1)O2 | -13.2 | 0.4 | -0.7 | 1.6 | -5.5 | nt | 6.8 | 0.0 | -22.1 | -18.8 | 10.3
COc1ccc(/C=N/Nc2nc(-c3ccc(Cl)cc3)cc(C(F)(F)F)n2)c(OC)c1 | -4.3 | 18.0 | 1.8 | -0.3 | 8.7 | -4.5 | -3.6 | -0.9 | -50.6 | 13.8 | 18.6
Nc1cc(C(F)(F)F)ccc1C(=O)O | 1.3 | -15.9 | 9.3 | -0.2 | -2.5 | 4.3 | -8.4 | 1.9 | 2.3 | -25.9 | 4.3
CCOC(=O)CNC(=O)CN1CCC(c2nc3ccccc3[nH]2)CC1 | 6.3 | 4.1 | 3.7 | -0.1 | -10.2 | 6.5 | 10.9 | 0.3 | 5.5 | -5.3 | 6.5
O=C(NCc1cccnc1)/C(=C/c1ccc(-c2cccc(C(F)(F)F)c2)o1)NC(=O)c1ccccc1 | -6.4 | 25.4 | -4.9 | 0.1 | 10.5 | 0.9 | 5.8 | 4.3 | 31.2 | -20.5 | 17.3
O=C(c1ccccc1F)N1CCN(c2ccc([N+](=O)[O-])c3cccnc23)CC1 | 8.2 | 0.1 | 3.0 | -0.2 | 0.8 | 4.7 | 2.8 | -0.5 | -27.3 | -18.7 | 5.0
COc1cccc(CN2C(=O)C(C)N(C(=O)c3ccccc3)c3ccccc32)c1 (stereo not drawn) | 0.1 | 22.1 | 8.8 | 0.2 | 28.1 | 2.3 | 11.6 | -0.6 | 46.1 | 24.5 | 25.6
COc1ccc(S(=O)(=O)N2CCCCCC2)cc1NC(=O)CN1C(=O)CNC1=O | -19.0 | 28.6 | -0.8 | 0.2 | -6.8 | nt | 9.1 | -1.6 | -3.9 | -16.4 | 4.7
CN(C)CCN1C(=O)c2cccc3cc([N+](=O)[O-])cc(c23)C1=O | -146.4 | 97.2* | -14.4 | 0.4 | 96.9* | nt | 84.4* | -4.6 | -125.2 | -9.4 | 46.2*
Cc1ccc(C(=O)NCCc2sc(C)nc2C)cc1 | -8.6 | -13.5 | 9.6 | -0.3 | 13.4 | 0.7 | -3.5 | -0.5 | -4.0 | -24.0 | -8.9
COc1ccc(C2CC(c3ccccc3)=NN2C(=O)COC(=O)c2nc3nccc(C)n3n2)cc1 (stereo not drawn) | 15.6 | -24.7 | 16.1 | 0.1 | -32.1 | 2.1 | -14.1 | 1.1 | 2.8 | -7.8 | -30.3
O=C(COC(=O)c1n[nH]c(=O)c2ccccc12)Nc1ccccc1 | 1.5 | 10.4 | -9.5 | 0.2 | -8.5 | nt | 3.0 | -0.2 | -15.4 | -27.4 | 6.1
CC(=O)Nc1ccc(C(=O)N/N=C/c2cccnc2)cc1 | 5.6 | -1.7 | 2.9 | 0.1 | 3.5 | -0.2 | -2.2 | 0.8 | 15.7 | 22.6 | 13.1
CC(C)n1nnnc1SCC(=O)Nc1ccccc1N1CCOCC1 | 12.4 | 23.5 | -8.1 | -0.1 | 15.3 | -0.6 | 14.1 | -3.2 | 0.1 | -5.2 | 12.2
Cn1c(SCC(=O)c2ccc3c(c2)OCO3)nnc1-c1ccccn1 | -12.8 | -52.5 | -2.5 | -0.1 | 18.3 | 3.3 | 3.9 | 1.1 | -14.2 | -20.8 | -50.3
CCOc1nnc(C)c2c(C)n(-c3cccc(Cl)c3)nc12 | 7.9 | -6.8 | -5.2 | 0.0 | 8.0 | 1.2 | 5.9 | 7.8 | -28.1 | -20.4 | 13.7
CCOC(=O)COn1c(=O)c(-c2ccc(OCC)cc2)[n+]([O-])c2ccccc21 | -1.4 | -135.4 | -0.7 | 0.0 | -69.6 | -5.1 | -37.7 | 0.2 | -35.2 | -61.0 | -232.8
COc1ccc(-c2ccc3oc(-c4ccc(OC)cc4)c(C#CC4(O)CCCCC4)c3c2)cc1 | 46.1 | -6.2 | -30.7 | -0.1 | -7.6 | 2.3 | -2.5 | 0.7 | -12.1 | -20.9 | 7.8
CCCCc1c(O)cc(C)[nH]c1=O | 3.0 | -4.2 | 3.7 | 0.0 | 3.3 | 0.2 | 4.3 | 0.4 | 0.2 | -33.9 | 12.7

A few values from the entries so far.
Peg3 promoter, O=C(NCc1cccnc1)/C(=C/c1ccc(-c2cccc(C(F)(F)F)c2)o1)NC(=O)c1ccccc1 → 25.4
NR2E3 ag-2, Cc1ccc(C(=O)NCCc2sc(C)nc2C)cc1 → -24.0
Peg3 promoter, COc1cc(/C=N\NC(=O)CN2CCOCC2)ccc1OCC(=O)Nc1ccc(C)c(C)c1 → -23.3

Records above shown as hits in Peg3 promoter.
mol	CF NFkB inh	Peg3 promoter	aDG glyco up	Shn3 3UTR inh	NR2E3 ag-1	MITF TRPM1 inh	TWEAK Fn14 block	NR2E3 ag-2	HIF-2a inh
CN(C)CCN1C(=O)c2cccc3cc([N+](=O)[O-])cc(c23)C1=O	-146.4	97.2*	0.4	96.9*	nt	84.4*	-125.2	-9.4	46.2*

Further entries follow:
SMILES | CF NFkB inh | Peg3 promoter | KKLEB cytotox | aDG glyco up | Shn3 3UTR inh | NR2E3 ag-1 | MITF TRPM1 inh | hiPSC survival | TWEAK Fn14 block | NR2E3 ag-2 | HIF-2a inh
CCSc1nc(-c2cccnc2)ccc1C#N | 1.5 | -7.9 | -2.1 | 0.1 | 16.0 | -1.8 | -21.9 | -0.5 | 13.4 | -4.4 | 8.8
CCOC(=O)c1ccc(CNC(=O)C2CCC(=O)N(Cc3cccc(OC)c3)C2)o1 (stereo not drawn) | -4.4 | -6.5 | -3.1 | -0.1 | 9.0 | 1.6 | 0.0 | -0.4 | -7.1 | -31.6 | -10.8
Cc1cc(C(=O)Nc2sc3c(c2C#N)CCCCC3)cs1 | -9.7 | -244.2 | -1.8 | 0.2 | -41.9 | -0.5 | -17.9 | -1.6 | 13.1 | -139.7 | -152.3
Cc1ccc(COC(=O)c2nn(-c3ccccc3)nc2N)cc1 | 2.6 | -137.8 | 8.0 | 0.3 | 1.8 | 0.6 | -1.1 | -0.3 | -9.7 | -16.7 | -212.4
